TRPV1 ag: human TRPV1 agonism; AID 540275; activation, % at 8.33 µM; Q8NER1; 320,000 compounds, 0.19% hits; TRPV1-expressing cells, Fluo-8 calcium influx, agonist mode; in the data active means activation above about 80%; inconclusive means between about 30% and that limit; further: 0% is about no effect
Target sequence (Q8NER1 whole entry, looked up): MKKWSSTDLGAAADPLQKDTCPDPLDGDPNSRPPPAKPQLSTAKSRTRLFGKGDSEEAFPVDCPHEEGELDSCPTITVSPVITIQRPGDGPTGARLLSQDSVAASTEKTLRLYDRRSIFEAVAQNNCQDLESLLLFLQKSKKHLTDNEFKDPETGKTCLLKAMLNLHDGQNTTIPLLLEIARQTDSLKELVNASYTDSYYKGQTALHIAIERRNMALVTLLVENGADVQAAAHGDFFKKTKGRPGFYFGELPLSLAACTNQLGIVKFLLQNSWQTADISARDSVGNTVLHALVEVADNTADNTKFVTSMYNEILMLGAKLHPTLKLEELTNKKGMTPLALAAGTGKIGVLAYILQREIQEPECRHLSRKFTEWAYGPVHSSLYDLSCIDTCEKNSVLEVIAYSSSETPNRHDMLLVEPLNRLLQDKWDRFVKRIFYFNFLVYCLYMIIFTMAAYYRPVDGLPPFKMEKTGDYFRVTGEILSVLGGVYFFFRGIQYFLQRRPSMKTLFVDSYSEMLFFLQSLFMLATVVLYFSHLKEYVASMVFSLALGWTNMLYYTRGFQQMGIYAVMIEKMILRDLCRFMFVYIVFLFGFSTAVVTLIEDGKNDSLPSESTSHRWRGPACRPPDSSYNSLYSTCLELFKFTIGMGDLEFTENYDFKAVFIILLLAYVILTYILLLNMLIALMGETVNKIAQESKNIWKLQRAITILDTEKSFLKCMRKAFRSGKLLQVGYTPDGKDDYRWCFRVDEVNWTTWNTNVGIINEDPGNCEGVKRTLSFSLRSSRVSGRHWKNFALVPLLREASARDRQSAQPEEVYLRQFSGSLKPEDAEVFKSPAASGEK
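Fluo-8 calcium influx in TRPV1-expressing cells, kinetic read (ex 480/em 520 nm). Compound added and read 3 min for agonist activity, followed by capsaicin at EC20 final and 2 min further read for enhancement.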
Tb PFK block: blocks T. brucei phosphofructokinase; O15648; T. brucei PFK, ADP-Glo luminescence; Potency, µM (highest dose often 57.5 µM), inactives show at the highest dose activity, negative = inhibition, hits mostly inhibitors; 330,000 compounds, 0.17% hits; AID 485367;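 further: potency means the concentration at half of the fitted maximal effect; 0% = uninhibited 1x PFK enzyme wells and -100% = no-enzyme wells; nearly all actives have a fitted effect of over 60% in size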
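In TEA buffer at pH 8.0 with 5 mM MgCl2, enzyme (1.25 nM) converted F6P (0.5 mM) and ATP (0.1 mM) for 45 min at room temperature. ADP product was read by luciferase luminescence.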
NPC1 prom act: NPC1 promoter activation | Huh7 NPC1 promoter luciferase reporter, 24 h | Potency, µM (titrated, usually from 9.22 µM), inactives show top-dose activation, usual class: activators | AID 485313 | 320,000 compounds, 2.4% hits;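 further: potency means the concentration at half of the fitted maximal effect; % of control where 0% means no effect; nearly all actives have a fitted effect of over 60% in size; reporter is driven by a mutant NPC1 promoter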
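Quantitative HTS used a cell-based reporter: Huh7 cells stably bearing the NPC1 promoter upstream of luciferase were treated with compounds for 24 h, and promoter activation was read as luminescence.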
VP16 counter: Gal4-VP16 reporter inhibition counter-screen. AID 2546. 310,000 compounds, 3.5% hits. Drosophila S2 Gal4-VP16 UAS-luciferase, luminescence, 20 h. Potency, µM (highest dose often 53.6 µM), for the others: at the highest dose activity, negative = inhibition, most hits filed as inhibitors;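 further: Gal4-VP16 expression switched on by copper sulfate through the metallothionein promoter; potency means the concentration at half of the fitted maximal effect; on the % scale 0 is the no-effect control and ±100 the full control effect; nearly all actives have a fitted effect of over 50% in size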
BRCA1 expr act: activators of BRCA1 expression; MCF7-BRCA1-FFLuc reporter, luminescence, 48 h; response scale: scaled: vehicle 0%, 10 µM genistein 100%; Potency, µM (series often up to 46.1 µM), inactives show at the highest dose activation, most hits filed as activators; 380,000 compounds, 1.1% hits; AID 624202; further: potency means the concentration at half of the fitted maximal effect; nearly all actives have a fitted effect of over 80% in size; some results filed as inactive show a strong effect at the top dose
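48 h compound treatment of MCF7-BRCA1-FFLuc cells (phenol-red free MEM, 37 °C), then 15 min with luciferase substrate and luminescence imaging.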
Rab9 promoter act: Rab9 promoter activation | Huh7 Rab9 promoter-luciferase reporter, luminescence, 24 h | Potency, µM (titrated, usually from 9.22 µM), without a hit: at the highest dose activation, negative = inhibition, usual class: activators | 320,000 compounds, 2.8% hits; further: potency means the concentration at half of the fitted maximal effect; % of control where 0% means no effect; nearly all actives have a fitted effect of over 60% in size
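Cells were plated at 1500 per well in reduced-serum medium with 10% FBS and left 2 h. Compound in DMSO was then added for 24 h at 37 °C. Reporter signal was read by luminescence after 10 min with luciferase detection reagent.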
p53 reactivation: re-activators of mutant p53; H1299 p53-A138V BP100-luciferase reporter, luminescence, 24 h; Potency, µM (titrated, usually from 92.2 µM), for the others: at the top dose activity change, positive = activation, most hits filed as activators; AID 504706; 320,000 compounds, 0.063% hits; further: potency means the concentration at half of the fitted maximal effect; % of control where 0% means no effect; nearly all actives have a fitted effect of over 45% in size
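p53-null H1299 cells stably carrying temperature-sensitive p53-A138V and a BP100-luciferase reporter were pinned with compounds (4-point, 1:5 series) and held 24 hrs at 37 deg C. Luminescence was read 10 min after detection reagent.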
ELG1 genotox: inducers of genotoxicity in HEK293T ELG1-luciferase cells | Potency, µM (top dose mostly 46 µM), without a hit: top-dose activity change, positive = activation, usual class: activators | 330,000 compounds, 1.3% hits | HEK293T ELG1-luciferase reporter, luminescence, 16 h; further: potency means the concentration at half of the fitted maximal effect; % of control where 0% means no effect; nearly all actives have a fitted effect of over 60% in size
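Genotoxic stress is detected as increased luminescence from luciferase-tagged ELG1 in HEK293T cells, measured with ONE-Glo after a 16 hr treatment at 37 °C.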
ELG1 DNA repair: inhibitors of ELG1-dependent DNA repair in HEK293T cells | 330,000 compounds, 2.3% hits | Potency, µM (titrated, usually from 46.1 µM), inactives show at the top dose activity change, negative = inhibition, most hits filed as inhibitors | HEK293T ELG1-luciferase reporter, luminescence, 16 h; DNA damage induced by 5-fluorouridine; further: potency means the concentration at half of the fitted maximal effect; on the % scale 0 is the no-effect control and ±100 the full control effect; nearly all actives have a fitted effect of over 55% in size
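HEK293T cells expressing luciferase-tagged ELG1 (2,000/well) received 5-Fluorouridine plus compound or DMSO for 16 hr at 37 °C. Luciferase was read by ONE-Glo luminescence after 30 min at room temperature.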
FLuc modulator: firefly luciferase modulation, counter-screen for miR-21 project. P08659. purified FLuc, Km substrates, luminescence inhibition. Potency, µM (series often up to 57.5 µM), inactives show at the top dose activity change, negative = inhibition, actives largely listed as inhibitors. 360,000 compounds, 6.9% hits;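 further: potency means the concentration at half of the fitted maximal effect; plate controls were vehicle for no effect and reference inhibitor for full effect; nearly all actives have a fitted effect of over 55% in size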
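Purified P. pyralis luciferase, 10 nM final, with Km-level 10 uM D-luciferin and 10 uM ATP in 50 mM Tris acetate pH 7.5, 10 mM Mg acetate, 0.01% Tween-20, 0.05% BSA; 6-point qHTS titration about 60 µM downward; luminescence read.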
RORgamma inh: blocks mouse ROR gamma transcriptional activity; 310,000 compounds, 5.4% hits; Drosophila S2 Gal4-RORgamma UAS-luciferase reporter, 20 h; Potency, µM (titrated, usually from 53.6 µM), for the others: top-dose activity change, negative = inhibition, hits mostly inhibitors; P51450; further: potency means the concentration at half of the fitted maximal effect; on the % scale 0 is the no-effect control and ±100 the full control effect; nearly all actives have a fitted effect of over 60% in size
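Luciferase reporter read in Schneider cells carrying Gal4-RORγ (mouse) and UAS-Photinus luciferase; cells given compound 1 h before 700 uM copper sulfate induction, then incubated 20 h at ambient temperature.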
* hit, by the source's call; u = inconclusive; x = no result given; & = joins results of further samples; [ ] = remark or other dose. Unless noted, the call rests on the fitted dose curve; in most records, active means well fitted curve in the direction sought with a large enough effect; inconclusive means small, poorly fitted or top-dose-only effect, or another doubt; inactive means no such curve, though single readings can be large; an effect the other way counts as inactive or inconclusive.

SMILES	TRPV1 ag	Tb PFK block	NPC1 prom act	VP16 counter	BRCA1 expr act	Rab9 promoter act	p53 reactivation	ELG1 genotox	ELG1 DNA repair	FLuc modulator	RORgamma inh
O=C(CSc1nncs1)NNC(=O)c1ccccc1Br	x	4%	x	x	-1%	x	0%	-2%	18%	x	x
Nc1ccc(OCC(O)C[n+]2ccc(CCS(=O)(=O)[O-])cc2)cc1 (centres undefined)	-6	-2%	-1%	9%	15%	0%	4%	3%	11%	0%	1%
COCCCn1cn[nH]c1=S	1	-3%	-2%	6%	-53%	-9%	-6%	-3%	-3%	-1%	-22%
C=CCc1c(C)nc(-c2ccccc2)nc1N/N=C/c1ccncc1	u	-1%	14%	-6%	17%	28%	10%	-5%	u	6µM*	-3%
CCOc1ccccc1N(CC(=O)NCCc1ccccc1)C(=O)CCC(=O)Nc1ccccn1	-1	11%	2%	4%	-7%	-8%	-5%	-2%	-7%	0%	u
CCCc1cc(=O)oc2cc(C)cc(OC(C)C(=O)NCc3ccccn3)c12 (centres undefined)	6	4%	-4%	1%	-22%	-8%	-8%	-1%	11%	2%	-3%
CCc1c(C)sc(NC(=O)c2cc(C3CC3)on2)c1C#N	x	5%	10%	5%	2%	-7%	u	0%	u	u	-26%
Cc1cccc(NC(=O)C2C3C=CC(O3)C2C(=O)O)c1C (centres undefined)	1	11%	-6%	x	61%	-4%	x	1%	21%	2%	x
COc1ccc(N2CCN(C(=O)C(=O)c3cn(CC(=O)N4CCCCCC4)c4ccccc34)CC2)cc1	0	5%	-3%	-11%	-23%	-7%	-18%	-10%	u	3%	36%
CC(C)C(=O)Nc1cccc(-c2nc3ncccc3o2)c1	6	-2%	-8%	-11%	17%	21%	6%	5%	14%	-21%	4%[1.91 µM]
COc1ccc(CCNC(=O)CSc2nc3cc(Cl)ccc3o2)cc1OC	30	3%	0%	13%	-25%	-6%	0%	-9%	1%	-1%	0%
O=C(NCC1CCCO1)C(=O)N/N=C/c1ccc(O)c(Cl)c1 (centres undefined)	1	8%	-1%	4%	0%	2%	0%	-3%	10%	-2%	-19%
COC(=O)c1ccc(NS(=O)(=O)c2ccc3[nH]c(=O)oc3c2)cc1	1	-7%	-1%	5%	4%	-7%	-2%	0%	-2%	1%	-14%
O=C1[C@@H]2C(c3cccnc3)=NO[C@@H]2C(=O)N1c1ccc(Cl)cc1Cl	x	-5%	-2%	4%	-7%	9%	2%	2%	14%	-6%	17%
O=C(/C=C/c1ccc(OCCCF)cc1)N1CCN(Cc2ccccc2)CC1	23	0%	-8%	-16%	-48%	-5%	-1%	-3%	0%	u	u
O=C(CSCc1cccc(Cl)c1)N/N=C/c1ccc(OCC(=O)N2CCCCC2)cc1	x	-12%	-2%	11%	-46%	0%	0%	-2%	-21%	2%	42%
COc1ccc(-n2nc(C(=O)NCC(=O)NCC3COc4ccccc4O3)c3ccccc3c2=O)cc1OC (centres undefined)	-2	-5%	-6%	-5%	0%	1%	-3%	-14%	9.2µM*	-6%	23%
CCOc1ccccc1N1CCN(C(=O)C2=CC=CN3CCS(=O)(=O)N=C23)CC1	0	0%	1%	x	10%	0%	4%	0%	12%	-1%	x
CCCCc1ccc(N/C(N)=N/c2nc(C)cc(C)n2)cc1	24	0%	-29%	u	-80%	-31%[inhibitor]	-3%	-9%	u	-1%	-39%
O=C(Nc1ccc(Nc2ccncc2)cc1)c1ccc([N+](=O)[O-])cc1	1	5%	-5%	u	-21%	-17%	12%	14%	u	6%	u
Cc1c(NC(=O)C(C)Sc2ccccc2)c(=O)n(-c2ccccc2)n1C (centres undefined)	-1	-5%	6%	0%	-7%	24%	-1%	0%	21%	0%	-9%
COc1ccc(OC)c(C2/C(=C(\O)c3ccc(OC)c(Cl)c3)C(=O)C(=O)N2CCN(C)C)c1 (centres undefined)	-3	-1%	-1%	-1%	-18%	2%	-13%	-2%	-10%	0%	-24%
COc1cc(OC)cc(C(=O)NCCS(=O)(=O)N2CCN(Cc3ccccc3)CC2)c1	4	-6%	-1%	x	-17%	-2%	0%	0%	1%	7%	x
O=C(OCC(=O)N1CCCc2ccccc21)c1ccccc1OC(F)F	x	2%	x	x	-1%	x	6%	0%	-10%	x	x
COc1cccc(-n2c(CN3CCN(c4ccc(C)cc4)C(C)C3)nc3ccc([N+](=O)[O-])cc3c2=O)c1 (centres undefined)	0	0%	-1%	-5%	-11%	-2%	-5%	-4%	u	-1%	5%[10 µM]
NC(=O)C1CCN(C(=O)CNC(=O)c2ccc(F)cc2)CC1	x	18%	x	x	-5%	x	13%	5%	5%	x	x
CCOc1ccc(N=C(NC#N)SCC(=O)NC2CC2)cc1	1	-2%	8%	1%	-17%	6%	9%	2%	12%	1%	15%
Cc1cccc2c(=O)c(-c3ccc(Cl)cc3)c(NC(=O)c3ccco3)oc12	6	-2%	-2%	-3%	-28%	4%	-5%	-5%	u	-14%	36%
CSc1ccc(C(=O)C2CCCN(C(=O)CN3CCOC3=O)C2)cc1 (centres undefined)	2	-1%	1%	5%	-2%	-2%	0%	9%	-9%	4%	8%
O=C(Nc1cccc(Cl)c1N1CCOCC1)c1ccc(Br)o1	4	-1%	-3%	-4%	-3%	2%	-9%	-12%	u	u	-16%
O=C(CCCOc1ccccc1)N1CCN(S(=O)(=O)c2ccc(Cl)cc2)CC1	1	6%	-1%	x	9%	-12%	-1%	-28%	u	-1%	x
CCOC(=O)C1=C(CC)Nc2ccccc2N/C1=N\S(=O)(=O)c1ccccc1F	1	-3%	0%	x	-1%	-4%	-4%	1%	-7%	0%	x
Cn1ncc(N2CCN(S(=O)(=O)c3ccc(Br)cc3)CC2)c(Cl)c1=O	-2	0%	-3%	2%	-35%	-9%	1%	-4%	-2%	1%	7%
CCS(=O)(=O)n1nc(-c2ccccc2)nc1NCc1ccco1	0	2%	3%	10%	10%	-3%	28%	1%	u	x	43%
Cc1ccc(-n2cc(CNC(C)c3cnn(C)c3C)c(-c3ccc(F)cc3)n2)cc1 (centres undefined)	-5	7%	-4%	-29%	-12%	-1%	-1%	-7%	-6%	15µM*	u
CCCCOc1cc(C(=O)NCCN(CC)CC)c2ccccc2n1	-3&1	0%&10%	-3%&-1%	u	-12%&-19%	-3%&-4%	0%&-2%	x	3%&4%	-2%&3%	-43%
CC(C)CNC(=O)CN1C(=O)NC(Cc2c[nH]c3ccccc23)C1=O (centres undefined)	1	1%	-4%	1%	-13%	2%	1%	0%	1%	0%	12%
CCOc1c(Cl)cc(/C=C/C(=O)N(CC)CC(=O)Nc2ccc(NC(C)=O)cc2)cc1OC	4	1%	-2%	x	-51%	-4%	-1%	-4%	15µM*	-17%	x
COc1cccc(NC(=O)CN2C(=O)C(=O)N(C3CCCC3)C2=O)c1	x	4%	x	x	2%	x	0%	-1%	13%	x	x
COc1cccc(NC(=O)C2CCCO2)c1 (centres undefined)	3	-5%	2%	-2%	20%	2%	u	4%	18%	-5%	u
OCCNC(=S)Nc1ccc2c(c1)OCCO2	x	-9%	-5%	0%	-3%	2%	4%	4%	21%	-1%	7%

Four entries from above, as labelled records:
O=C(CCCOc1ccccc1)N1CCN(S(=O)(=O)c2ccc(Cl)cc2)CC1
- TRPV1 ag: 1
- Tb PFK block: 6%
- NPC1 prom act: -1%
- VP16 counter: x
- BRCA1 expr act: 9%
- Rab9 promoter act: -12%
- p53 reactivation: -1%
- ELG1 genotox: -28%
- ELG1 DNA repair: u
- FLuc modulator: -1%
- RORgamma inh: x

CCOC(=O)C1=C(CC)Nc2ccccc2N/C1=N\S(=O)(=O)c1ccccc1F
- TRPV1 ag: 1
- Tb PFK block: -3%
- NPC1 prom act: 0%
- VP16 counter: x
- BRCA1 expr act: -1%
- Rab9 promoter act: -4%
- p53 reactivation: -4%
- ELG1 genotox: 1%
- ELG1 DNA repair: -7%
- FLuc modulator: 0%
- RORgamma inh: x

CCS(=O)(=O)n1nc(-c2ccccc2)nc1NCc1ccco1
- TRPV1 ag: 0
- Tb PFK block: 2%
- NPC1 prom act: 3%
- VP16 counter: 10%
- BRCA1 expr act: 10%
- Rab9 promoter act: -3%
- p53 reactivation: 28%
- ELG1 genotox: 1%
- ELG1 DNA repair: u
- FLuc modulator: x
- RORgamma inh: 43%

Cc1ccc(-n2cc(CNC(C)c3cnn(C)c3C)c(-c3ccc(F)cc3)n2)cc1 (centres undefined)
- TRPV1 ag: -5
- Tb PFK block: 7%
- NPC1 prom act: -4%
- VP16 counter: -29%
- BRCA1 expr act: -12%
- Rab9 promoter act: -1%
- p53 reactivation: -1%
- ELG1 genotox: -7%
- ELG1 DNA repair: -6%
- FLuc modulator: 15µM*
- RORgamma inh: u

Source: PubChem BioAssay (National Center for Advancing Translational Sciences (NCATS))
